RmlCD inh mix = RmlC/RmlD inhibition, mixture screen; RmlC/RmlD coupled enzyme inhibition, 384-well mixture HTS; inhibition, % at 5.5 µM; hit rate 0.39% among 110,000; AID 1532; in the data active = inhibition above about 30%, passing the limit was not always enough; also: strong numbers were not always called active
RT RNaseH block = blocks HIV-1 RNase H cleavage of RNA/DNA duplex; RT-RNase H RNA/DNA duplex cleavage, fluorescence; P04585; hit rate 1.9% among 65,000; inhibition, % at 10 µM; AID 565; in the data active = inhibition above about 50%
Active calls of the source: *; nt = no result given.

SMILES | RmlCD inh mix | RT RNaseH block
CC(C)Cn1cnc2c(c1=O)c1nc3ccccc3nc1n2Cc1ccc2c(c1)OCO2 | -4 | 38
CCc1ccc(NC(=O)N(C2CCCCC2)C(C)c2cccnc2)cc1 (centres undefined) | -12 | nt
Cc1ccc(CN(C)C(=O)C2CCCN2C(=O)c2cccs2)o1 (centres undefined) | -3 | 28
CC(=O)Nc1cccc(C(=O)OC(C(=O)c2ccc(C)cc2)c2ccccc2)c1 (centres undefined) | -7 | nt
O=C1CC(N2CCN(C(c3ccccc3)c3ccccc3)CC2)C(=O)N1Cc1ccc(N2CCCC2=O)cc1 (centres undefined) | 1 | nt
O=C(NCCN1CCN(c2ccccc2)CC1)C1CCN(S(=O)(=O)N2CCOCC2)CC1 | -4 | 8
CC(=O)Nc1ccc(NC(=O)CN(C)CCC#N)cc1 | -9 | 5
O=C(c1cnsn1)N1CCN(c2ccccn2)CC1 | 13 | -6
Cc1ccc(NC2=CC(=O)CC(C)(C)C2)c(N)c1 | -6 | -2
Nc1cc(-c2ccc(Cl)cc2)nn1S(=O)(=O)c1ccc(Cl)cc1 | 2 | nt
CCOC(=O)c1nn(-c2ccc(OC)cc2)c(=O)c2c(NC(=O)c3ccco3)scc12 | nt | 1
CCc1c(C)[nH]n(-c2ccc(Oc3ccccc3)c(S(=O)(=O)O)c2)c1=O | 5 | 14
C/C(=C\C(=O)c1ccccc1)Nc1cccc(O)c1 | -10 | -21
Cc1c(NC(=O)C(C)OC(=O)[C@@H](NC(=O)c2ccccc2)C(C)C)c(=O)n(-c2ccccc2)n1C (some centres undefined) | -11 | nt
CC1=C(C(=O)Nc2ccc(Cl)cc2)C(c2ccncc2)C(C#N)=C(SCC(N)=O)N1 (centres undefined) | -10 | nt
O=C(CCn1ccc2ccccc21)NC1CCCc2ccccc21 (centres undefined) | -8 | nt
COc1cc(C(=S)N2CCCC2)cc(Cl)c1O | -18 | 71*
CCOC(=O)C1CCN(C(=O)CC(C)c2ccccc2)CC1 (centres undefined) | 108 | -3
COc1cccc(OC)c1C(=O)N1CCN(Cc2ccncc2)CC1 | 32 | 0
Cc1nnc(OC(C)C)c2nn(-c3ccccc3F)c(C)c12 | -2 | nt

Looked up by structure from the list above (2):
SMILES | RmlCD inh mix | RT RNaseH block
COc1cc(C(=S)N2CCCC2)cc(Cl)c1O | -18 | 71*
CCOC(=O)c1nn(-c2ccc(OC)cc2)c(=O)c2c(NC(=O)c3ccco3)scc12 | nt | 1

Some of these compounds in order of length of the SMILES, low to high.
SMILES | RmlCD inh mix | RT RNaseH block
COc1cc(C(=S)N2CCCC2)cc(Cl)c1O | -18 | 71*
C/C(=C\C(=O)c1ccccc1)Nc1cccc(O)c1 | -10 | -21
Cc1nnc(OC(C)C)c2nn(-c3ccccc3F)c(C)c12 | -2 | nt
Cc1c(NC(=O)C(C)OC(=O)[C@@H](NC(=O)c2ccccc2)C(C)C)c(=O)n(-c2ccccc2)n1C (some centres undefined) | -11 | nt

Other results
SMILES | RmlCD inh mix | RT RNaseH block
O=c1oc2ccccc2c(O)c1/C=N/c1ccccn1 | -16 | -7
COc1ccc(C(C(=O)NC2CCCCC2)N(C(=O)c2sc(C)nc2C)c2ccc(C(C)=O)cc2)cc1 (centres undefined) | 20 | nt
COc1ccccc1Cn1c(=S)[nH]c2cc(C(=O)N3CCN(C)CC3)ccc2c1=O | -2 | -6
CCCc1nc2n[nH]c(N)c2c2c1CCCC2 | 6 | -14
O=C(CCNC(=O)c1ccco1)NCc1ccccc1 | 2 | nt
Cc1cc(NC(=O)CSC2=Nc3ccccc3C3=NC(Cc4ccccc4)C(=O)N23)n[nH]1 (centres undefined) | -12 | -8
CC(C)(C)C1CCc2onc(C(=O)N3CCOCC3)c2C1 (centres undefined) | 6 | 33
CCn1c2ccccc2c2cc(NC(=O)c3cc(OC)c(OC)c(OC)c3)ccc21 | 14 | nt
COc1nc(OC)nc(N2CCC(C(=O)NC3CCCCCC3)CC2)n1 | -8 | -2
Cc1cccc(OCCn2c(S(=O)(=O)O)nc3ccccc32)c1 | 15 | nt
COc1nc(-c2ccc(Cl)cc2)ccc1-c1noc(-c2ccncc2)n1 | nt | 64*
Cc1ccc2cc(/C=C3\N=C(c4ccccc4)OC3=O)c(N3CCOCC3)nc2c1 | 10 | nt
COc1ccc(/C=C(/NC(=O)c2ccccc2)c2nc3ccccc3[nH]2)cc1OC | 9 | nt
CC(c1ccccc1)N1CC(C(=O)N2CCN(c3ccc(F)cc3)CC2)CC1=O (centres undefined) | 7 | nt
C/[N+]([O-])=C\c1coc2ccccc2c1=O | -14 | nt
c1ccc(N2CCN(c3nc(NCc4ccco4)c4ccccc4n3)CC2)cc1 | -16 | -2
O=c1c2ccccc2[nH]c(=S)n1CC1CCCO1 (centres undefined) | 0 | nt
CCOc1ccccc1C(=O)OCC(=O)Nc1ccc(N2CCCCC2)cc1 | 4 | nt
COc1ccccc1NC(=O)CN(Cc1ccco1)C(=O)c1ccc(-n2nc(C)cc2C)cc1 | -9 | 5
CCC1CCCCN1C(=O)CSc1nc(N)c(NC(=O)c2ccco2)c(=O)[nH]1 (centres undefined) | -7 | -2
O=C(NCc1ccc(F)cc1)C1CCN(C(=O)NCc2ccccc2)CC1 | -205 | 6
CCOCC(=O)Nc1c(C(=O)Nc2ccccc2OC)oc2ccccc12 | -19 | 5
Cc1ccc(NC(=O)c2nc[nH]c2C(=O)N[C@@H](C)c2ccccc2)cc1 | 3 | nt
N#C/C(=C1/CCCCCN1)c1nc2ccccc2[nH]1 | 0 | -21
CC(C)(C)c1nc(CN2CCOCC2)cc(CN2CCOCC2)c1O | 7 | nt
CCCCN(C)C(=O)c1cc2cc3ccc(OC)cc3nc2s1 | 14 | nt
Cc1nnc(NC(=O)c2ccc(S(=O)(=O)N(C)Cc3ccccc3)cc2)o1 | -2 | 9
COCCn1nnnc1C(c1cccc(C#N)c1)N1CCCCCC1 (centres undefined) | -4 | 2
Cc1ccc(-n2ccnc2SCC(=O)O)c(C)c1 | -9 | nt
CCCn1nnnc1-c1ccc(Cl)cc1 | 8 | nt
COc1cccc(C(=O)SC2=NCCS2)c1 | 12 | -34
COc1ccccc1N(CC(=O)NCCSc1ccccc1)S(C)(=O)=O | -6 | -45
CC(C)CC(=O)NC(Oc1ccc(Cl)cc1)C(Cl)(Cl)Cl (centres undefined) | -17 | nt
Cc1ccc(S(=O)(=O)NC(CC(=O)n2nc(C)cc2C)c2ccccc2)cc1 (centres undefined) | -39 | nt
O=C(CN(C(=O)CSc1nc2ccccc2o1)c1ccccc1)NC1CCCCC1 | 5 | nt
Cc1cccc(OCC(O)CN2CCN(C3CCCCC3)CC2)c1 (centres undefined) | -21 | -8
COc1ccc(Cl)cc1NC(=O)CN(C)C(=O)CNC(=O)C12CC3CC(CC(C3)C1)C2 | -11 | nt
CC1(C)c2[nH]c3ccccc3c2C[C@@H]2C(=O)N(Cc3ccccc3)C(=O)N21 | -14 | nt
N#CCSCC(=O)Nc1ccc(Br)cc1 | 2 | nt
CCCCNC(=O)c1ccc(CNc2c(N3CCC(C(=O)OCC)CC3)c(=O)c2=O)cc1 | 9 | nt
Cc1ccc(OCC(=O)Nc2ccc(O)c(C(=O)O)c2)cc1C | 21 | 16
COC(=O)CCSCC(=O)Nc1cc(C)on1 | 2 | 2
c1csc(-c2ccc3ccccc3n2)c1 | nt | 4
Cc1cccc(-n2nnnc2SCC(=O)c2cc(C)n(CC3CCCO3)c2C)c1 (centres undefined) | 8 | -6
O=S(=O)(O)c1nc2ccccc2n1Cc1ccc(Cl)cc1Cl | 11 | -12
CCOC(=O)c1c(C)nc(-c2ccccc2)nc1NC(C)=O | 2 | 3
COC(=O)c1cc(NC(=O)CC2C(=O)NCCN2C(=O)c2ccccc2)cc(C(=O)OC)c1 (centres undefined) | 2 | -3
Nc1[nH]ncc1C(=O)Nc1cccc(C(F)(F)F)c1 | -5 | -3
Cc1ccc(NCN2C(=O)c3ccccc3C2=O)c(C)c1 | 12 | -5
Cc1ccc(S(=O)(=O)C(CCC(=O)N2CCOCC2)S(=O)(=O)c2ccc(C)cc2)cc1 | 6 | 0
Next compounds:
SMILES | RmlCD inh mix | RT RNaseH block
CC(=O)O[C@@H]1[C@H]2[C@@H](C[C@@H](C)[C@@H]3CCC(=O)[C@@]13C)OC(=O)[C@@H]2C | -7 | nt
CC(=O)Nc1ccc(S(=O)(=O)NCc2cn3ccsc3n2)cc1 | 14 | -13
O=c1[nH]c(NCc2ccccc2)nc2c1CCC2 | -10 | 2
C/C(=N\O)c1ccc2c3ccccc3n(C)c2c1 | -7 | -5
COC(=O)CCC(=O)Nc1ccccc1C(=O)Nc1ccccc1 | -8 | nt
CCn1c(SCC(=O)Nc2ccccc2N2CCOCC2)nnc1-c1ccccc1O | 0 | -6
Cc1cc2nnc(SCC(=O)NCc3cccs3)n2c(N)n1 | -6 | -7
CCOC(=O)c1c(NC(=O)COc2ncnc3sccc23)sc2c1CCC2 | 8 | 3
CC(Sc1nc2nn(-c3ccccc3)c(=O)c-2c2n1CCCCC2)C(N)=O (centres undefined) | -23 | nt
Cc1ccc(OCC(=O)NNC(=O)C2CCN(c3ncccn3)CC2)cc1 | 3 | nt
CCOc1cc(CN2CCN(C(=O)c3ccco3)CC2)ccc1OC | 14 | -6
CCOc1cccc(CNc2ccc(O)cc2)c1OCc1ccc(Cl)cc1 | -12 | nt
Cc1noc(/C=C/c2ccco2)c1S(=O)(=O)N1CCC(C(=O)NC(C)c2ccccc2)CC1 (centres undefined) | 9 | nt
CCCCNC(=O)C1CC(=O)N(C2CCCCC2)C1 (centres undefined) | -10 | -3
C#CCNC(=O)C1=C[C@@H](c2ccc(Br)cc2)C[C@@H](OCCCCO)O1 | -1 | nt
Cc1ccccc1NS(=O)(=O)c1cc(C(=O)NCCC2=CCCCC2)ccc1Cl | -6 | nt
CC(Oc1cc(C(F)(F)F)cc(C(F)(F)F)c1)C(=O)NC(N)=O (centres undefined) | -12 | 3
CCN(CC)CCN=C1CCCc2ccccc2N1 | 10 | 0
O=C1OC2CC3CC1CC(O)(C3)C2 (centres undefined) | -49 | -1
CCC(C)(C)n1nnnc1CN(Cc1ccco1)Cc1cc2cc3c(cc2[nH]c1=O)OCO3 | 10 | -1

Full records, quoted from the list. Screens in order: RmlCD inh mix, RT RNaseH block
`COc1cccc(OC)c1C(=O)N1CCN(Cc2ccncc2)CC1` as listed: 32, 0
`O=C(CCNC(=O)c1ccco1)NCc1ccccc1` as listed: 2, nt
`COC(=O)CCSCC(=O)Nc1cc(C)on1` as listed: 2, 2
`Cc1cc2nnc(SCC(=O)NCc3cccs3)n2c(N)n1` as listed: -6, -7
`CCC(C)(C)n1nnnc1CN(Cc1ccco1)Cc1cc2cc3c(cc2[nH]c1=O)OCO3` as listed: 10, -1

Next section
SMILES | RmlCD inh mix | RT RNaseH block
COC(=O)c1ccccc1NC(=O)c1cc(-c2ccc(O)cc2)on1 | 9 | nt
Cn1c(=O)oc2cc(S(=O)(=O)N3CCCC(C(=O)N4CCc5ccccc5C4)C3)ccc21 (centres undefined) | 3 | -19
O=c1ccc2ccccc2o1 | 10 | nt
COc1cccc(-n2c(SCC#N)nnc2-c2cnccn2)c1 | 3 | -11
Clc1ccc(COC(Cn2ccnc2)c2ccc(Cl)cc2Cl)c(Cl)c1 (centres undefined) | -6 | -51
CCOc1cccc(/C(O)=C2/C(=O)C(=O)N(Cc3cccnc3)C2c2ccco2)c1 (centres undefined) | -27 | nt
COc1ccc(C2=CC(c3ccc(OC)c(OC)c3)NC(=S)N2)cc1 (centres undefined) | 8 | nt
O=C(CN1C(=O)CSc2ccccc21)Nc1ccc2c(c1)OCCO2 | -12 | 14
O=C(OCCOc1ccc(Br)cc1)c1cnccn1 | -3 | -3
COc1ccc(Cc2nnc(N)s2)cc1 | 8 | nt
Cn1ccnc1-c1nnn(-c2ccc(F)cc2)n1 | -9 | nt
Cc1c(C(=O)N2CCOCC2)sc2ncn(CC(=O)N3CCC(C)CC3)c(=O)c12 | 11 | -24
COc1ccc(CNC(=O)c2cnn3c(C(F)F)cc(C)nc23)cc1OC | 9 | -14
CC(c1ccccc1)n1cncc1C(=O)O (centres undefined) | 16 | nt
COc1cccc(/C=N/n2nnnc2N)c1OCc1ccccc1Cl | -9 | nt
COC(=O)C1N[C@@H]([C@@H](NC(=O)COc2ccccc2)C(=O)NCc2ccc(OC)cc2)SC1(C)C (some centres undefined) | 4 | nt
COc1cc(C(=O)NCc2nnc(SCC(=O)Nc3cccc(C)c3)o2)cc(OC)c1OC | 1 | -3
C[C@@H](c1ncncc1F)[C@](O)(Cn1cncn1)c1ccc(F)cc1F | -16 | nt
COC(=O)c1cn(NC(=O)CCC2CCCC2)c(=O)c2ccccc12 | -22 | nt
CSc1cccc(NC(=O)C2CCN(S(C)(=O)=O)CC2)c1 | -19 | 0
CCOc1ccccc1C(=O)NC(C)c1ccc2c(c1)OCO2 (centres undefined) | 3 | -75
Cc1ccc(C)c(-c2nn(-c3cc(N4CCN(CCO)CC4)ccc3[N+](=O)[O-])c(=O)c3ccccc23)c1 | 4 | nt
c1ccc(C2[C@H]3CN(Cc4cccnc4)[C@H](c4ccccc4)C34CC2(c2cccnc2)C4)cc1 (some centres undefined) | -18 | nt
O=C(NCc1ccccn1)C1CC(c2ccc(F)cc2)=NO1 (centres undefined) | -23 | nt
C=C1CCN(c2ccc(C(=O)O)cc2[N+](=O)[O-])CC1 | -6 | nt
Cc1ccc(NC(=O)C2(N(CC(C)C)C(=O)Cn3nnnc3N)CCCCC2)cc1 | 8 | -17
CC(C)(C)OC(=O)N1CC=C2C(C#N)=C(N)C(C#N)(C#N)C(c3cccs3)C2C1 (centres undefined) | 1 | -4
CCOc1cccc(OCCCOc2ccccc2)c1 | 10 | nt
CCn1c(O)c(C=Nc2ccccc2)oc1=S | -16 | 54*

As a short view, some entries already given:
SMILES | RmlCD inh mix | RT RNaseH block
COc1nc(-c2ccc(Cl)cc2)ccc1-c1noc(-c2ccncc2)n1 | nt | 64*
Cc1ccc2cc(/C=C3\N=C(c4ccccc4)OC3=O)c(N3CCOCC3)nc2c1 | 10 | nt
COc1ccc(/C=C(/NC(=O)c2ccccc2)c2nc3ccccc3[nH]2)cc1OC | 9 | nt

Assay outcomes (PubChem BioAssay)

Not all compounds are listed; the hit share may differ from the screen's.
